PTHR1 agonist = activates the human parathyroid hormone receptor PTHR1; 410,000 compounds, 0.075% hits; HEK293 GP2 PTHR1 cells, GloSensor cAMP luminescence, 1 h; Potency, µM (titrated, usually from 115 µM), for inactives: top-dose activation, hits mostly activators; AID 743266; Q03431; note: potency is the fitted concentration of half-maximal effect; nearly all actives have a fitted effect of over 55% in size; some results filed as inactive show a strong effect at the top dose; inactives centre near -15; many of its hits are not listed in these tables
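HEK-293-derived GP2 cells expressing PTHR1 and a GloSensor cAMP reporter, 3,000/well, plated overnight, given luciferin plus IBMX (each 0.5 mM as added) for 1 h at 37 °C, then compound for 1 h at 37 °C. Luminescence was read after 15 min at room temperature.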
GLP1R inv ag = acts as inverse agonist at human GLP-1 receptor. 410,000 compounds, 1.6% hits. P43220. Potency, µM (series often up to 38.3 µM), without a hit: at the top dose activity change, negative = inhibition, actives largely listed as inhibitors. HEK293 GLP-1R CRE-luciferase, luminescence, 24 h; GLP-1R form is constitutively active; note: potency is the fitted concentration of half-maximal effect; % is set by controls: 0 for no effect and ±100 for the full control effect; nearly all actives have a fitted effect of over 55% in size
Target sequence (P43220 whole entry, looked up): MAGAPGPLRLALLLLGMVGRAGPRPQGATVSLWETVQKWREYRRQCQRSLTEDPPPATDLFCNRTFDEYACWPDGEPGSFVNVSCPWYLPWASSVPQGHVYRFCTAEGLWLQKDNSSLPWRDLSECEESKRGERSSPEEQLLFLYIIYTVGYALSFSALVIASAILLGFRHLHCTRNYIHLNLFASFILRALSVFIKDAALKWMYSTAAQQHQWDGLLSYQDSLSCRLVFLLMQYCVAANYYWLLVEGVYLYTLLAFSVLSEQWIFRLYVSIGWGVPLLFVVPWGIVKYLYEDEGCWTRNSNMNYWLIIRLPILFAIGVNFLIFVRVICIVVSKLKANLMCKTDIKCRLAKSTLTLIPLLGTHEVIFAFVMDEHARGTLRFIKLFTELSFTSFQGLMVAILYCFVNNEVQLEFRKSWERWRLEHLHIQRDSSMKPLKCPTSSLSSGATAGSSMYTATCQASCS
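Inverse agonists were sought by their lowering of basal cAMP reporter luciferase output in HEK293 cells stably carrying constitutively active human GLP-1R, after 24 h compound treatment.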
aSyn rescue = alpha-synuclein toxicity inhibition in yeast | Yeast expressing alpha-synuclein, growth rescue, BacTiter-Glo, 24 h | Potency, µM (highest dose often 46.1 µM), inactives show at the highest dose growth rescue (activation), most hits filed as activators | 370,000 compounds, 0.14% hits | AID 652106; note: potency is the fitted concentration of half-maximal effect; % of control where 0% means no effect; nearly all actives have a fitted effect of over 65% in size
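Galactose-induced alpha-syn yeast (OD600=0.02, raffinose-pregrown) + pinned cpd, 24 hr, 30 deg C; growth by BacTiter-Glo luminescence. Growth restoration scores as activation.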
GLP-1R agonist = GLP-1 receptor (human) agonism; 380,000 compounds, 0.007% hits; Potency, µM (series often up to 45.6 µM), for inactives: top-dose activation, most hits filed as activators; AID 624172; HEK293 GLP-1R CRE-luciferase, luminescence, 4-6 h; cells express a hypersensitive GLP-1R form; note: potency is the fitted concentration of half-maximal effect; % of control where 0% means no effect
HEK293 tox = cytotoxicity counter-screen for GLP-1 receptor inverse agonists. 410,000 compounds, 0.13% hits. Potency, µM (highest dose often 38.3 µM), for the others: top-dose activity change, negative = inhibition, usual class: inhibitors. HEK293 cAMP-luciferase reporter cells, luminescence, 24 h;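 note: loss of luciferase light is scored as toxicity; potency is the fitted concentration of half-maximal effect; % is set by controls: 0 for no effect and ±100 for the full control effect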
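MLSMR compounds, 24 hr on cells at 37 deg C/5% CO2; luminescence after luciferase reagent (12 min RT). Inhibition counted as the undesired cytotoxic outcome.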
DRD3 antagonist = D3 dopamine receptor (human) antagonism; 360,000 compounds, 2.5% hits; max response, negative = inhibition, %; P35462; AID 652054; D3R cells, DiscoveRx beta-arrestin luminescence, antagonist mode; active compounds read low; in the data active = max response below about -50%; inconclusive = no clear call, values can overlap the other calls; note: % is set by controls: 0 for no effect and ±100 for the full control effect; mostly tested at two doses, the higher about 12 µM
Target sequence (P35462 whole entry, looked up): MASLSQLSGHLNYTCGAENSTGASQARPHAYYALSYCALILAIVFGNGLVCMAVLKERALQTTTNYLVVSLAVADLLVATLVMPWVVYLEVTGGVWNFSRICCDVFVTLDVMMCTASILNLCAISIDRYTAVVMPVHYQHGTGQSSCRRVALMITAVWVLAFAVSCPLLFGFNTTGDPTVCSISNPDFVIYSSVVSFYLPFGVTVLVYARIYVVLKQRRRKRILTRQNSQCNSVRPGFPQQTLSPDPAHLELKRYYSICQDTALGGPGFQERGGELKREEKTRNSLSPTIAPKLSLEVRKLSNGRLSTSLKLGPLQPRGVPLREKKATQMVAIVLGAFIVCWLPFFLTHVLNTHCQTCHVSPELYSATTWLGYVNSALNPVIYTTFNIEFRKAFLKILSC
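Cells expressing the human receptor were seeded at 1500 cells/well, incubated overnight at 37 degrees C in 5% CO2, then exposed to library compounds with dopamine controls for 90 minutes at 37 degrees C before luminescent detection.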
DRD3 agonist = activates the human D3 dopamine receptor; D3R DiscoveRx beta-arrestin cells, luminescence, 90 min; max activation, %; 410,000 compounds, 0.58% hits; AID 652048; in the data active = max activation above about 30%; note: 0% is about no effect; mostly tested at two doses, the higher about 12 µM
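Cells at 1500/well, incubated overnight, then treated with pinned compounds (dopamine as control) for 90 min at 37 degrees C. DiscoveRx reagent added for 30 - 60 minutes at room temperature; luminescence read.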
KB-V1 cytotox = KB-V1 MDR subline cytotoxicity | KB-V1 MDR cells viability, CellTiter-Glo, 72 h | Potency, µM (doses to about 46.1 µM), inactives show at the highest dose activity change, negative = cytotoxicity, actives largely listed as cytotoxic | 400,000 compounds, 3.4% hits | AID 1347076; note: potency is the fitted concentration of half-maximal effect; % is set by controls: 0 for no effect and ±100 for the full control effect; nearly all actives have a fitted effect of over 60% in size
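Readout: CellTiter-Glo luminescence, 10 min after addition. Cells: KB-V1 MDR subline, 72 h at 37 degrees C with compound. Analysis: corrected, normalized data fitted to concentration-effect curves.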
TDP-43 yeast inh = rescues yeast growth from TDP-43 toxicity; TDP-43 expressing yeast growth rescue, BacTiter-Glo, 24 h; Potency, µM (highest dose often 46.1 µM), without a hit: top-dose growth rescue (activation), actives largely listed as activators; 410,000 compounds, 1.8% hits; note: potency is the fitted concentration of half-maximal effect; % of control where 0% means no effect; nearly all actives have a fitted effect of over 50% in size
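Yeast cells expressing TDP-43 under galactose induction are exposed to compounds for 24 hr at 30 deg C. BacTiter-Glo luminescence measures growth, so protective compounds score as activators.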
An asterisk follows results filed as active; i = inactive; ? = inconclusive; . = not tested or not shown; [ ] = dose if it differs, or a comment. Unless noted, calls come from the whole dose curve; as a rule, active = well fitted curve in the direction sought with a large enough effect; inconclusive = small, poorly fitted or top-dose-only effect, or another doubt; inactive = no such curve, though single readings can be large; an effect the other way counts as inactive or inconclusive. This is a subset. The share of hits here may be higher or lower than overall.

SMILES	PTHR1 agonist	GLP1R inv ag	aSyn rescue	GLP-1R agonist	HEK293 tox	DRD3 antagonist	DRD3 agonist	KB-V1 cytotox	TDP-43 yeast inh
Cc1nn(-c2cc(N(S(C)(=O)=O)S(C)(=O)=O)c(Cl)cc2Cl)c(=O)n1C	i	16%	0%	2%	-12%	-16	-6	26%	-6%
Cc1sc(NC(=O)CSc2nc(N)cc(N)n2)c(C#N)c1C	-5%	92%[activator]	2%	14%	-4%	13	-2	-28%	-9%
c1ccc2c(c1)ncn2-c1ccc(-c2ccnc(-c3ccncc3)n2)cc1	-27%	37%	0%	1%	4%	15	0	19%	-2%
COC(=O)c1sccc1NC(=O)C1C2C=CC(C2)C1C(=O)O (stereo not drawn)	i	-3%	6%	-4%	-15%	10	-3	-2%	10%
CCOC(=O)CSc1nc2nc(C)cc(C)n2n1	4%	2%	1%	-1%	-1%	0	1	4%	1%
COc1ccc(OC)c(N2C(=O)CC(NNC(=O)c3ccc4c(c3)OCO4)C2=O)c1 (stereo not drawn)	i	-26%	2%	5%	-24%	3	1	-4%	-10%
CCOc1ccc2nc(NC(=O)COc3ccc(N(C)S(=O)(=O)c4ccc(C)cc4)cc3)sc2c1	-19%	15%	2%	5%	-1%	3	8	-19%	-11%
CCCCP(=O)(CCCC)Cc1ccccc1O	i	-12%	2%	-5%	-13%	-1	0	0%	0%
O=c1nc(-c2ccccc2)c2cc(Br)ccc2[nH]1	-10%	16%	-6%	-8%	5%	1	-3	8%	-6%
Cc1ccc(Cl)cc1N1CCN(C(=O)c2ccc(CN3CCOCC3)cc2)CC1	-8%[57.5 µM]	?	8%	0%	-22%	-21	-6	0%	-13%
CC1=C(c2ccc(Cl)cc2)S(=O)(=O)N=C1N1CCN(c2cccc(C)c2)C(C)C1 (stereo not drawn)	-25%	-4%	.	.	-3%	.	7	.	8%
Cc1cc(Nc2ccc3c(c2)OCCO3)c2cccc(C)c2n1	i	?	3%	4%	8.9µM*	-21	-1	23µM*	10%
CCC(=O)N(Cc1ccco1)C1CC(=O)N(c2ccccc2)C1=O (stereo not drawn)	7%	31%[activator]	5%	0%	22%	-9	2	-15%	-4%
Cc1cccc(OCC(=O)NCC(=O)N/N=C/c2cc(Br)ccc2OCc2ccccc2)c1	i	15%	-13%	18%	-2%	13	10	32%	-10%[0.397 µM]
COc1ccccc1-c1ccc2c(c1)C(C)(Cc1cccc(C#N)c1)C(=O)N2 (stereo not drawn)	-14%	?	2%	-1%	0%	-4	-7	-11%	19%
Nc1nonc1N/N=C/c1c(O)ccc2ccccc12	-5%	?	-1%	22%	-4%	-1	3	?	-14%[9.22 µM]
CC(=O)Nc1ccc(Nc2nc3ccc(C)cc3n3nnnc23)cc1	-20%	33%[activator]	.	.	1%	.	0	.	15%
CS(=O)(=O)Nc1ccc(C(=O)NCc2cccnc2)cc1	i	0%	-5%	-2%	-3%	13	18	-4%	-9%
Cc1[nH]n(-c2ccccc2)c(=O)c1C=Nc1ccc(S(=O)(=O)N=C(N)N)cc1	-23%	9%	-1%	-5%	1%	-4	-12	3%	5%
COCC(=O)NCCNc1nc2ccc(C)cc2cc1C	-19%	7%	0%	9%	15%	5	1	8%	5%
COc1cccc(CNC(=O)C2CCCN(c3nn4c(=O)cc(C)nc4s3)C2)c1OC (stereo not drawn)	-3%	8%	-5%	1%	-1%	-12	1	23%	5%
COc1ccc(C(CNC(=O)c2ccc(S(=O)(=O)Nc3ccc(F)cc3)cc2)N(C)C)cc1 (stereo not drawn)	i	?	0%	3%	-22%	-19	-25	4%	-1%
CN(C)S(=O)(=O)c1cccc(NC(=O)COC(=O)COc2ccccc2[N+](=O)[O-])c1	-15%	-6%	-7%	1%	-10%	-16	-5	1%	8%[9.22 µM]
COC(=O)/C=C1\C(=O)N(c2nc3ccccc3s2)C(=S)N1c1ccc(F)cc1	-22%	0%	3%	-1%	9%	-16	5	10%	-8%
CCOC(=O)c1ccccc1NC(=O)c1cc2c(s1)-c1c(C)cccc1OC2	-15%	-4%	.	.	15%	.	-7	?	11%

Single entries from the results shown:
COC(=O)c1sccc1NC(=O)C1C2C=CC(C2)C1C(=O)O (stereo not drawn) | TDP-43 yeast inh: 10%
O=c1nc(-c2ccccc2)c2cc(Br)ccc2[nH]1 | KB-V1 cytotox: 8%

Other results
SMILES	PTHR1 agonist	GLP1R inv ag	aSyn rescue	GLP-1R agonist	HEK293 tox	DRD3 antagonist	DRD3 agonist	KB-V1 cytotox	TDP-43 yeast inh
CCc1nc(Nc2ccncc2)c2oc3ccccc3c2n1	-10%	?	2%	-3%	?	6	2	3%	3%
CC(=O)Nc1ccc(NC(=O)/C=C/c2ccccc2)cc1	i	13%	-16%	11%	6%	1	-1	3%	-40%[inhibitor]
COc1ccc(OC)c(S(=O)(=O)Nc2ccc(-c3ccc4nnc(C)n4n3)cc2)c1	-1%	127%[activator]	1%	?	13%	1	1	-18%	-2%
CCOC(=O)c1c(C)[nH]c(C(=O)C(C)OC(=O)c2oc3ccccc3c2COC)c1C (stereo not drawn)	i	57%[activator]	-11%	5%	-21%	38	7	-14%	5%
O=c1c2cc(F)ccc2[nH]c(=S)n1CCCN1CCOCC1	-4%[57.5 µM]	0%	-3%	5%	10%	-26	-40	?	15%
Cc1ccc2[nH]cc(CCNC(=O)c3cccs3)c2c1	-7%	?	0%	9%	-5%	13	-7	0%	?
C=C(C)Cn1c(Sc2nc3ccccc3[nH]2)nc2c1c(=O)[nH]c(=O)n2C	-4%[57.5 µM]	53%[activator]	-1%	1%	1%	0	-2	-1%	1%
c1ccc(-c2nc(-c3ccccn3)no2)cc1	-22%[57.5 µM]	0%	-4%	-11%	14%	-12	-8	16µM*	-40%[inhibitor]
CN(Cc1ccccc1NCC(=O)Nc1ccccc1C#N)C1CCCCC1	-9%	-28%	-2%	22%	-19%	0	-8	-17%	.
COc1cc(OC)c(NS(=O)(=O)c2ccc3c(c2)NC(=O)CO3)cc1Cl	-13%	?	1%	8%	-11%	21	8	17%	8%
COc1ccccc1NC(=S)N(Cc1cccnc1)Cc1ccco1	i	6%	1%	8%	15%	3	-1	?	12%
Cc1ccccc1NC(=O)NCc1ccc2c(c1)OCO2	-3%	4%	-6%	11%	-7%	-30	-6	-1%	0%
COc1ccc(CC(=O)Nc2ccc(S(=O)(=O)Nc3nccc(C)n3)cc2)cc1	-21%[57.5 µM]	15%	3%	0%	1%	8	2	2%	11%
CCCCN(C(=O)c1ccc(C)o1)c1c(N)n(CC(C)C)c(=O)[nH]c1=O	-24%	13%	-7%	-4%	1%	1	-7	0%	0%
CCOC(=O)C1(C(F)(F)F)N=C(c2cccnc2)OC(N2CCCCC2)=N1 (stereo not drawn)	i	-11%	7%	6%	1%	14	1	-1%	5%
O=C(NCCN1CCCCC1)c1ccc(Oc2cc(Cl)cc(Cl)c2)o1	15%	?	3%	9%	7%	13	-15	?	5%
CC1(C)CC(=O)c2cnc(NC3CC3)nc2C1	-13%	-3%	0%	3%	11%	25	-1	0%	10%
Cc1ccc(NC(=O)c2c3c(nc4ccccc24)CCC3)cc1	-16%	7%	-1%	11%	1%	-13	4	-5%	-5%
CCc1c(C)nc(SCc2ccccn2)[nH]c1=O	i	16%	0%	-1%	5%	18	1	-22%	5%
O=C(NCc1ccccc1)Nc1cc(Cl)ccc1Cl	-35%[inhibitor]	1%	-2%	12%	9%	-28	-13	11%	-2%
Cc1oc(-c2cccs2)nc1CN1CCC(c2ccccc2)CC1	-17%	-27%	5%	-4%	-4%	-91*	-27	-1%	10%
C[C@H](CO)N1C[C@H](C)[C@@H](CN(C)C(=O)Nc2ccc(C(F)(F)F)cc2)Oc2c(NC(=O)CCC(F)(F)F)cccc2C1=O	-59%[inhibitor]	?	-7%	-6%	-12%	-25	19	-11%	-8%
Cc1cc(=O)[nH]c(/N=C(\N)Nc2ccc(SC(F)F)cc2)n1	i	-1%	-7%	0%	4%	-8	3	1%	.
N#CC(C#N)=Cc1c(N2CCN(c3ccccc3)CC2)nc2ccccn2c1=O	-21%	125%[activator]	-1%	0%	-1%	2	2	-8%	2%
CCn1c(C)nc2cc(N)ccc21	i	-3%	2%	10%	-8%	13	2	19%	15%

New compounds follow
SMILES	PTHR1 agonist	GLP1R inv ag	aSyn rescue	GLP-1R agonist	HEK293 tox	DRD3 antagonist	DRD3 agonist	KB-V1 cytotox	TDP-43 yeast inh
O=C(Cn1c(=O)sc2ccccc21)Nc1ccc2c(c1)OCCO2	0%	-15%	-4%	2%	16%	8	-10	-19%	1%
Cc1ccc(N(CC(=O)Nc2ccc(F)cc2)S(=O)(=O)N2CCCC2)cc1	-9%	?	3%	-1%	1%	-15	-1	0%	11%
CCOc1ccc2nc(CN3CCN(Cc4ccccc4OCC)C(CCO)C3)ccc2c1 (stereo not drawn)	i	?	-5%	7%	-23%	?	3	-12%	2%
Cc1ccc(C2=CC(=O)C[C@H](c3ccc(Cl)cc3)C2)cc1	i	-1%	4%	9%	6%	0	-10	10%	16µM*
O=C(CNS(=O)(=O)c1cccc2nsnc12)NCCc1ccccc1	i	7%	3%	5%	-2%	1	-2	-7%	6%
O=C(Nc1ccnn1C1CCN(C(=O)Cc2ccccc2F)CC1)C1CC1	i	-4%	0%	-2%	0%	-8	-3	0%	14%
Cc1ccc(N/N=C/c2cccnc2)cc1	-30%	?	14%	-4%	-5%	-10	7	21µM*	?
O=C(COC(=O)c1cc(-c2ccco2)nc2ccccc12)NCc1ccccc1	-28%[57.5 µM]	1%	-5%	2%	12%	39	1	-5%	0%
COc1ccc(OC)c(/C=C2\NC(=O)NC2=O)c1	i	-35%	2%	-4%	5%	1	-2	23%	12%
CC(C)(C)NC(=S)Nc1ccc(Nc2ccccc2)cc1	-21%[57.5 µM]	-30%	-15%	4%	?	?	11	16µM*	10%

Compound activity deposited in PubChem BioAssay by National Center for Advancing Translational Sciences (NCATS).
